Screens deposited in PubChem by The Scripps Research Institute Molecular Screening Center.
PAD4 inh: inhibitors of human PAD4; AID 485272; actives 0.41% (n = 330,000); inhibition, % at 6.36 µM; recombinant PAD4, RCA probe fluorescence polarization;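 active = percent inhibition above a cutoff equal to the mean of all tested compounds plus 3 SD, cut at about 15% in these data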;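 note: 0% = PAD4 with RCA probe and DMSO and 100% = probe without PAD4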
LYPLA1 counter: counter-screen for PME1 inhibitors: inhibitors of human LYPLA1; recombinant LYPLA1, FP-Rh probe fluorescence polarization; O75608; AID 2174; actives 0.16% (n = 320,000); inhibition, % at 5.9 µM;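 active = inhibition above the mean of all tested compounds plus 3 SD, set per campaign, cut at about 14% in these data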;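 note: inhibitors block serine hydrolase probe labeling of LYPLA1 so polarization falls; 0% = enzyme with DMSO and 100% = wells lacking LYPLA1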
Target sequence (O75608 whole entry, looked up): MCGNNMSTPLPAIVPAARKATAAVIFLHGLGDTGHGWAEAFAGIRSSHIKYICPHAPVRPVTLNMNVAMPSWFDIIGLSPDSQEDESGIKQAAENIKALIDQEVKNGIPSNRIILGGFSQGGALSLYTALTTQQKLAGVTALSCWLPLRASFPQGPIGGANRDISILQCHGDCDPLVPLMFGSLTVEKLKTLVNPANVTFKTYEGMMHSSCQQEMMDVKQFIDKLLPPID
GSTO1 inh: blocks human GSTO1 in RBBP9 counter-screen; actives 1.1% (n = 300,000); AID 1974; P78417; recombinant GSTO1, activity-based probe fluorescence polarization; inhibition, % at 5.96 µM;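 active = inhibition above the campaign mean inhibition plus 3 SD, cut at about 35% in these data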;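 note: 0% = GSTO1-1 with DMSO and 100% = wells lacking GSTO1-1 enzyme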
Target sequence (P78417 whole entry, looked up): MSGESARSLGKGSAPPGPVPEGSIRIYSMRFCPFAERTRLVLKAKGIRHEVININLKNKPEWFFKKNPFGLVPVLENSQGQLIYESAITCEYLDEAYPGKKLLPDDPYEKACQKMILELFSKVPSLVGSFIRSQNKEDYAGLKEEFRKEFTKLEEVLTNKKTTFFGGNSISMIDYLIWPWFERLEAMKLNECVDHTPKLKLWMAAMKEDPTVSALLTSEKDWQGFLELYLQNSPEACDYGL
PAFAH1B2 FP inh: inhibitors of human PAFAH1B2; recombinant PAFAH1B2, FP-rhodamine activity probe, fluorescence polarization; inhibition, % at 3.39 µM; actives 1.2% (n = 340,000); P68402;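 active = inhibition above the mean of all tested compounds plus 3 SD, cut at about 24% in these data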;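 note: 0% = enzyme with DMSO and 100% = wells lacking PAFAH1B2; many of its hits are not listed in these tables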
Target sequence (P68402 whole entry, looked up): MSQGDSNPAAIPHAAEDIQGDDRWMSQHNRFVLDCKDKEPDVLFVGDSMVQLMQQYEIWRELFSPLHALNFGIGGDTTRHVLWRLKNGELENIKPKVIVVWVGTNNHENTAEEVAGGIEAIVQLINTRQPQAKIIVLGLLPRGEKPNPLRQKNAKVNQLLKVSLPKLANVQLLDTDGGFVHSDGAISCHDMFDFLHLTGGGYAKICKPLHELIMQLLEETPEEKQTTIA
PAFAH2 inh: PAFAH2 (human) inhibition | inhibition, % at 3.39 µM | recombinant PAFAH2, FP-rhodamine activity probe, fluorescence polarization | actives 0.99% (n = 340,000);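 active = inhibition above the mean over all tested compounds plus 3 SD, cut at about 30% in these data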;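 note: inhibitors block probe labeling of enzyme so polarization drops; 0% = enzyme with DMSO and 100% = wells lacking PAFAH2 protein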
Fam108B inh: counter-screen for RBBP9 inhibitors: inhibitors of mouse Fam108B. recombinant Fam108B, FP-Rh probe fluorescence polarization. inhibition, % at 9.51 µM. actives 0.33% (n = 300,000);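 active = inhibition above the screen mean inhibition plus 3 SD, computed separately per campaign, cut at about 18% in these data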;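 note: inhibitors lower polarization as less probe binds the enzyme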
PAFAH1B3 inh: blocks human PAF acetylhydrolase 1B catalytic subunit 3; Q15102; recombinant PAFAH1B3, FP-rhodamine probe, fluorescence polarization; inhibition, % at 3.39 µM; actives 0.28% (n = 340,000);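 active = inhibition above the screen-wide average of all tested compounds plus 3 SD, cut at about 25% in these data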;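 note: 0% = enzyme with DMSO only and 100% = wells lacking PAFAH1B3 protein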
Target sequence (Q15102 whole entry, looked up): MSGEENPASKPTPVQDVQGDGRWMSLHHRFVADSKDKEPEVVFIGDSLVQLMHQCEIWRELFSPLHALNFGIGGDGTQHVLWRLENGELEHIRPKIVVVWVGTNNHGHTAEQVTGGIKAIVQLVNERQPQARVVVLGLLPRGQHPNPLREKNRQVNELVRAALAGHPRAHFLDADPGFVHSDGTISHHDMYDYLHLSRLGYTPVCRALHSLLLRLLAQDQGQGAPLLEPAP
pPAFAH FP inh: inhibitors of human plasma PAF acetylhydrolase (pPAFAH); AID 463082; actives 1.5% (n = 330,000); inhibition, % at 3.39 µM; recombinant pPAFAH, FP-rhodamine probe fluorescence polarization; Q13093;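 active = inhibition above the mean inhibition across the screen plus 3 SD, cut at about 25% in these data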;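 note: inhibitors block binding of the rhodamine activity-based probe so polarization drops; 0% = enzyme with DMSO and 100% = wells lacking pPAFAH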
PME-1 inh: blocks human protein phosphatase methylesterase 1; Q9Y570; recombinant PME-1, FP-Rh probe fluorescence polarization; inhibition, % at 5.9 µM; actives 0.53% (n = 320,000); AID 2130;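 active = inhibition above the campaign mean of all compounds plus 3 SD, cut at about 26% in these data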;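 note: competitive labeling of PME-1 active site by serine hydrolase directed probe; 0% = PME-1 with DMSO and 100% = wells lacking PME-1 enzyme; inhibitors block probe labeling so polarization falls and inhibition rises; many of its hits are not listed in these tables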
The depositor's hits bear a star; x = no result given.

SMILES	PAD4 inh	LYPLA1 counter	GSTO1 inh	PAFAH1B2 FP inh	PAFAH2 inh	Fam108B inh	PAFAH1B3 inh	pPAFAH FP inh	PME-1 inh
COc1ccccc1C(=O)N/C(=C\c1cn(S(=O)(=O)N(C)C)c2ccccc12)C(=O)NCCN1CCOCC1	-2	3	-1	-3	9	0	-2	4	1
O=C(Nc1cccc(C(F)(F)F)c1)c1ccco1	-4	-1	-1	0	0	-4	1	-4	-1
O=C(O)c1cc(NN=Nc2ccc(Br)cc2)cc([N+](=O)[O-])c1	-2	9	10	7	17	2	5	10	40*
Cc1ccccc1OCc1nc(-c2ccc(-n3cccc3)cc2)no1	2	-3	9	-4	-2	6	6	2	-2
C#CCOC(=O)c1ccccc1C(=O)OCC#C	-1	3	-2	3	4	0	0	-2	-1
CCC/C(=N\NC(=O)CNC(=O)/C=C/c1ccco1)c1ccccc1	0	5	3	5	-1	-1	5	4	-1
CC12CCC(C)(c3nc4ccccc4nc31)C2(C)C	-1	-1	2	2	3	1	-2	-3	-2
CCc1c(SCCC(=O)O)nc2ccccc2c1C	4	3	1	11	33*	0	1	0	-7
CC(C)c1ccc(NC(=O)CSc2nc(=O)n(CCCN3CCOCC3)c3c2CCC3)cc1	6	0	-7	8	5	9	7	12	0
CCc1ccc(S(=O)(=O)Nc2cc3c(cc2N2CCCCC2)n(C)c(=O)c(=O)n3C)cc1	-7	-3	14	28*	13	-2	9	-2	2
CC(C(=O)Nc1ccccc1Cl)N(c1ccccc1)S(C)(=O)=O (centres undefined)	-3	3	-4	-2	1	0	6	4	1
Cc1ccc(-c2noc(-c3ccccc3C(=O)N3CCCC3)n2)cc1	0	3	-1	0	1	1	3	3	0
COc1ccc(OCc2nnc(SCC(=O)NC3CCCCC3)o2)cc1	2	-3	4	2	-1	-2	-8	-3	2
COc1ccc(C(=O)N2CCCC(CCC(=O)N3CCN(c4ccccn4)CC3)C2)cc1 (centres undefined)	3	0	-1	0	4	0	3	20	2
COc1cccc(CNC(=O)CCC(=O)N2Cc3cccc(OC)c3Oc3ncccc32)c1OC	-1	-2	0	2	-3	2	-1	2	1
CCOc1ccc(S(=O)(=O)N(CC(=O)N/N=C/c2ccc(-c3ccc([N+](=O)[O-])cc3)o2)c2ccccc2)cc1	-10	-12	15	1	2	11	12	9	0
CCCCC(=O)NC(c1ccc([N+](=O)[O-])cc1)c1c(O)ccc2ccccc12 (centres undefined)	-3	-1	-9	-1	6	-1	-1	6	16
Cc1cccc(C(=O)NCC(=O)OCC(=O)c2ccc(C)s2)c1	-3	x	x	8	4	x	5	11	x
NC1=NC2(CCN(Cc3ccccc3)CC2)n2c(nc3ccccc32)N1	0	9	5	4	-2	2	3	4	-8
CC1(C)Cc2ccccc2-c2nnc(-c3ccccn3)n21	2	-3	3	2	4	-1	2	-2	-4
CCS(=O)(=O)N1CCCC(C(=O)Oc2ccc(Br)cc2)C1 (centres undefined)	0	-6	4	14	-4	1	13	-6	-10
CCC(C(=O)NCc1ccco1)n1nc(C)c2c(C)n(-c3ccccc3)nc2c1=O (centres undefined)	0	4	3	0	10	1	-1	3	1
CN(C)S(=O)(=O)c1cccc(NC(=O)COC(=O)c2ccc3c(c2)OCO3)c1	-4	-2	2	6	55*	-1	-1	7	1
O=C(NNC1CC(=O)N(c2ccc(Cl)cc2)C1=O)c1ccccc1Cl (centres undefined)	-4	3	-1	0	-3	-2	3	6	0
COc1cc2c(cc1OC)n(CC(=O)NC1CCCCCC1)n1c(C)cc(=O)nc21	-3	1	3	0	-5	3	2	4	0
CC1CCN(c2ccccc2NC(=S)NC(=O)c2ccco2)CC1	2	-9	12	4	-2	-6	9	4	-4
O=C(Nc1ccc(Br)cc1F)C1CCCN(S(=O)(=O)c2cnc[nH]2)C1 (centres undefined)	0	-1	4	0	1	-2	-1	4	-2
CN(C)c1ccc(C(=O)Nc2ccc(S(=O)(=O)Nc3nccs3)cc2)cc1	-2	3	-6	-1	-3	3	0	8	0
Cc1sc2c(c1C)c(=O)nc1scc(CC(=O)O)n12	-1	4	-4	5	9	6	5	-1	-3
COc1cc(/C=C2\CCC(C3CCCC3)C2=O)ccc1OC(C)C (centres undefined)	-1	-3	6	-4	-2	-3	3	-1	2

Shown with each value named: 2 of the compounds above.
COc1cc(/C=C2\CCC(C3CCCC3)C2=O)ccc1OC(C)C (centres undefined)
  PAD4 inh: -1	LYPLA1 counter: -3	GSTO1 inh: 6	PAFAH1B2 FP inh: -4	PAFAH2 inh: -2	Fam108B inh: -3	PAFAH1B3 inh: 3	pPAFAH FP inh: -1	PME-1 inh: 2

CC(C)c1ccc(NC(=O)CSc2nc(=O)n(CCCN3CCOCC3)c3c2CCC3)cc1
  PAD4 inh: 6	LYPLA1 counter: 0	GSTO1 inh: -7	PAFAH1B2 FP inh: 8	PAFAH2 inh: 5	Fam108B inh: 9	PAFAH1B3 inh: 7	pPAFAH FP inh: 12	PME-1 inh: 0

(cont.)
SMILES	PAD4 inh	LYPLA1 counter	GSTO1 inh	PAFAH1B2 FP inh	PAFAH2 inh	Fam108B inh	PAFAH1B3 inh	pPAFAH FP inh	PME-1 inh
COc1cc(CCN2C(=O)c3cccc4cccc(c34)C2=O)c(S(=O)(=O)NCCCO)cc1OC	-7	-4	-9	1	-3	-9	-1	-5	-4
O=C(Nc1cccc(C(=O)O)c1)Nc1ccc2c(c1)OCO2	5	6	5	6	4	-2	0	0	9
Cc1cccn(Cc2c(Cl)cccc2Cl)c1=O	5	1	4	x	x	1	x	0	8
CCN(CC)C(=O)Cc1c(O)c2ccccc2[nH]c1=O	-4	1	-4	2	2	-6	7	-3	3
O=C(CN1C(=O)COc2ccc(S(=O)(=O)N3CCCC3)cc21)NC1CC1	3	3	-4	7	-1	6	9	-9	-1
Cc1nnc2ccc(N3CCN(c4cccc(C(F)(F)F)c4)CC3)nn12	-6	2	-2	3	2	0	0	4	3
COc1ccc(OCCC(=O)NC2CCCCC2)cc1	6	4	-1	8	2	0	8	-2	-6
Cc1ccccc1N(C(=O)c1csnn1)C(C(=O)NC1CCCC1)c1ccncc1 (centres undefined)	6	0	5	6	2	0	-1	-1	-6
CCOc1ccccc1NC(=S)Nc1ccc(S(N)(=O)=O)cc1	-7	1	-4	1	-2	2	5	-4	3
CC(C)CC1(C)NC(=O)N(CC(=O)Nc2ccc3c(c2)CCC3)C1=O (centres undefined)	-1	-3	8	3	7	-1	7	-2	-8
Cc1cc(NC(=O)c2ccc(S(=O)(=O)N(C)CC3CCCO3)cc2)no1 (centres undefined)	-2	-2	7	1	0	1	-1	-1	3
Cc1ccc2[nH]c(=O)c3cc(C(=O)N4CCN(C(=O)c5ccco5)CC4)sc3c2c1	-2	1	-2	5	2	-3	7	-2	4
O=C1C2C(C(=O)N1CC1CCCO1)C1C=CC2C12CC2 (centres undefined)	-2	1	5	6	-8	-2	8	-1	-5
CCn1c(C)nc2cc(C(=O)N/N=C/c3ccccc3)ccc21	-8	-2	1	3	5	-7	0	3	-5
CC(=O)Nc1ccc(CC(=O)NCCC(c2ccccc2)c2ccccc2)cc1	0	-2	3	7	-4	4	4	2	-2
CCOC(=O)c1ccc(NC(=O)CSc2nccn2C)cc1	1	-2	0	2	2	0	-1	3	-5
C=C1CCN([C@H](C(=O)NCc2ccc(Cl)c(Cl)c2)C(C)C)S(=O)(=O)c2ccccc21	-3	-4	-1	2	7	2	-1	-1	-1
COCCCN1C(=O)C(=O)/C(=C(/O)c2ccc(OC)cc2)C12C(=O)N(C)c1ccccc12 (centres undefined)	-2	-2	-1	3	4	-5	-1	-11	-3
CCCCNC(=O)C1CCCN1C(=O)NC1CCCCC1 (centres undefined)	-4	1	1	2	-5	5	9	3	2
Cc1[nH]c2ccccc2c1CCN(Cc1cccnc1)C(=S)Nc1ccc(F)cc1	-5	6	0	9	6	1	2	0	3
CCOC(=O)c1sc2nc(N3CCOCC3)c3c(c2c1N)CCCC3	4	-9	1	2	1	0	-3	3	-1
CC1CC(C)CN(C(=O)CCNS(=O)(=O)c2cccs2)C1 (centres undefined)	-3	-4	4	8	3	2	6	-3	-5
O=C(CNC(=S)NC(=O)c1ccccc1)c1ccccc1	-1	-3	3	-1	1	1	20	2	3
COc1ccc(OCCCC(=O)NNC(=O)CCN2CCN(c3ccccc3)CC2)cc1	0	-1	2	4	-1	3	11	9	-7
COC(CNC(=O)CC1C(=O)N(Cc2ccccc2)C(C)c2nc3ccccc3n21)OC (centres undefined)	6	1	6	0	0	4	2	0	0
COc1ccc(N2CCN(C(=O)c3cccc(S(=O)(=O)N4CCCc5ccccc54)c3)CC2)cc1	-4	-1	x	8	7	x	7	5	3
C#CCOCCOCCOCCNc1nc(N2CCN(C(=O)[C@H](CCCCN)n3cc([C@@H](N)[C@H](C)CC)nn3)CC2)nc(N2CCN(C(=O)[C@H](CCC(=O)O)n3cc([C@@H](N)CCSC)nn3)CC2)n1	-8	x	x	6	4	x	5	-1	x
CCC(=O)N1CCc2cc(S(=O)(=O)N3CCCCCC3)ccc21	-1	-2	4	4	-2	1	-2	-2	2
CC1CC(=O)N(CC(=O)Nc2ccc(F)cc2)c2ccccc2S1(=O)=O (centres undefined)	-4	-2	-1	4	0	0	6	6	-5
CCc1nnc(NC(=O)C2CCCN(c3nc4ccccc4s3)C2)s1 (centres undefined)	3	3	4	7	1	2	1	9	-4
COc1ccccc1CCNC(=O)c1c(C)nn(CC(C)C)c1Cl	-2	-4	5	1	-1	-5	-3	2	4
C=CCN1C(=O)/C(=C\c2ccc(C)cc2)N=C1SCC(=O)NCCC	1	-1	11	4	-1	-2	7	-2	-9
Cc1cc(Nc2ccc([N+](=O)[O-])cc2)c2ccccc2n1	-3	-2	-3	3	6	-2	-2	2	-3
O=C1C(O)CC2c3ccccc3CC3(CCCC3)N12 (centres undefined)	-5	0	3	16	6	-2	12	1	0
CC(C)(C)NC(=O)C[C@H]1C[C@H](C(=O)N2CCCCC2)[C@@]2(CCc3ccccc3)c3[nH]c4ccc(Cl)cc4c3CCN2C1=O	1	x	x	4	-1	x	7	5	x
CCC(=O)Nc1cc(NC(=O)CSc2ncc(-c3ccc(F)cc3)n2Cc2ccco2)ccc1C	-1	-5	-3	6	1	-7	4	3	-3
CCn1cc(C(=O)NCc2ccc(C)cc2)c(=O)c2cc(S(=O)(=O)N(C)C)ccc21	4	-3	3	7	-1	-4	2	-9	10
CCOc1ncccc1C(=O)Nc1ccc2nc(C)sc2c1	-2	-1	0	5	8	2	-2	6	-4
Cc1ccc2c(c1)nnn2C1CCN(CC(=O)N2c3ccccc3CC2C)CC1 (centres undefined)	-3	5	-1	2	3	-1	6	7	4
O=C(Cn1c(=O)n(Cc2ccco2)c(=O)c2c3c(sc21)CCCC3)Nc1ccccc1	-11	-41	-12	-5	-19	-46	-12	-30	-70
COc1ccc(Cn2cc(C(=O)c3ccccc3)c(=O)c3cc(OC)ccc32)cc1	-10	3	3	-4	4	-1	3	3	3
COC(=O)c1sccc1NC(=O)CSc1ccccc1NC(=O)CNC(C)C	1	0	16	2	3	-5	-2	1	0
O=C(NN1C(=O)c2ccc(-c3ccc4c(c3)C(=O)N(NC(=O)c3cccnc3)C4=O)cc2C1=O)c1cccnc1	1	-3	-9	2	2	-7	3	-4	-6
CC(=O)c1ccc(OC2OCCOC2Oc2ccc(C(C)=O)cc2)cc1 (centres undefined)	0	4	1	1	-3	0	1	-2	-5

A portion of the library, so the mix of outcomes need not match the whole.
